Assay outcomes from PubChem BioAssay.
AmpC detergent: qHTS Inhibitors of AmpC Beta-Lactamase (assay with detergent); AID 485294, 2010; AmpC hydrolysis of nitrocefin, absorbance 480 nm, 0.01% Triton; P00811; Potency, µM (doses to about 114 µM), for the others: at the highest dose activity change, negative = inhibition, most hits filed as inhibitors; 370,000 tested, 0.041% active;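 note: potency is the fitted concentration of half-maximal effect; 0% = no-compound wells and -100% = no-enzyme wells; nearly all actives have a fitted effect of over 25% in size; some results filed as inactive show a strong effect at the top dose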
Target sequence (P00811 whole entry, looked up): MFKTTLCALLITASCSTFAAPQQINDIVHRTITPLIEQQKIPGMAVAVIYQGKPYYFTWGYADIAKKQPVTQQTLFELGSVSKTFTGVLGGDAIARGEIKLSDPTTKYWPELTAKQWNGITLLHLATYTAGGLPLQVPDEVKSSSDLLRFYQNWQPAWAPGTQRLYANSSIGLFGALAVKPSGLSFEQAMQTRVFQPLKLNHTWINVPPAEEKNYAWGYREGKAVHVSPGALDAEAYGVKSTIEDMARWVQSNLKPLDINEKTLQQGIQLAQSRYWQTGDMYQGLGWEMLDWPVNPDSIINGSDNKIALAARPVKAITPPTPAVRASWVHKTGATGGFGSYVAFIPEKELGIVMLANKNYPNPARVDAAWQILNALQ
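AmpC (5.3 nM in the dispensed reagent) in 20 mM phosphate pH 7.0 with 0.01% (detergent screen) or 0.0001% Triton X-100 was preincubated with compounds for 15 min at room temperature. Nitrocefin was then added from an 800 uM solution, and hydrolysis was followed at 480 nm.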
LmPK inhibitor: qHTS Assay for Inhibitors of Leishmania Mexicana Pyruvate Kinase (LmPK); Q27686; purified LmPK, Kinase-Glo ATP luminescence, 1 h; Potency, µM (top dose mostly 57.5 µM), inactives show at the highest dose activity change, negative = inhibition, most hits filed as inhibitors; 290,000 tested, 0.37% active; note: potency is the fitted concentration of half-maximal effect
Target sequence (Q27686 whole entry, looked up): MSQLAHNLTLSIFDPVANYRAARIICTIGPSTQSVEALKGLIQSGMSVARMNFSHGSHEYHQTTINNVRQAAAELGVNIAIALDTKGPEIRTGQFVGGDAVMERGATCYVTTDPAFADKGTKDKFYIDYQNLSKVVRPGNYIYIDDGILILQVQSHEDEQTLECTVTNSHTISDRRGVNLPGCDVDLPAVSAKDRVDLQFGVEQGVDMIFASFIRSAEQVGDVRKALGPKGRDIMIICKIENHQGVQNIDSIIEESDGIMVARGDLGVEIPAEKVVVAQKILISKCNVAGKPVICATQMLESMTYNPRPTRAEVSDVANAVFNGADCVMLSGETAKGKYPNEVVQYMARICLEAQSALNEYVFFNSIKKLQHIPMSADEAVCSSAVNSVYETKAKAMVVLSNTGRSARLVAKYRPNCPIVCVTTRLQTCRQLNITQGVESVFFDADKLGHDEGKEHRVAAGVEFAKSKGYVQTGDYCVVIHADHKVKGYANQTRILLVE
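Purified LmPK (0.1 nM) converted ADP (0.1 mM) to ATP with PEP (0.5 mM) in imidazole buffer pH 7.2 with KCl and MgCl2, 1 h at room temperature. ATP was read by Kinase-Glo luminescence; data normalized to uninhibited and no-enzyme controls.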
HCMV inh: qHTS Assay for inhibitors of the human cytomegalovirus (HCMV) | HFF cells, HCMV-luciferase reporter, 72 h; active compounds read low | 410,000 tested, 4.5% active | AID 1259415, 2018 | activity change, negative = inhibition, % at 57.5 µM; in the data active = activity change below about -60%; inconclusive = no clear call, values can overlap the other calls; inactive = above about -39%
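Inhibition of viral replication was scored as loss of reporter luminescence in HFFs infected with HCMV-luciferase (MOI 1 PFU/cell) for 72 h; compounds tested at 2 doses, normalized to buffer and Salinomycin controls.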
AMA1 RON2 block: qHTS for Inhibitors of AMA1-RON; Towards Development of Antimalarial Drug Lead: Primary Screen; AlphaScreen AMA1-biotinylated RON2 peptide binding; Potency, µM (doses to about 58.2 µM), for the others: at the highest dose activity change, negative = inhibition, usual class: inhibitors; 360,000 tested, 0.2% active;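 note: potency is the fitted concentration of half-maximal effect; 0% = vehicle wells and -100% = peptide control; nearly all actives have a fitted effect of over 45% in size; some results filed as inactive show a strong effect at the top dose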
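AMA1 (3D7) with his tag at 25 nM final met compounds first, then biotinylated RON2 peptide at 25 nM; detection used donor plus acceptor beads, 10 µg/mL apiece, read by AlphaScreen after 30 min at room temperature.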
Sm TGR block: qHTS Assay for the Inhibitors of Schistosoma Mansoni Peroxiredoxins; 360,000 tested, 3% active; Schistosoma mansoni thioredoxin glutathione reductase (TGR), Q962Y6; purified TGR, DTNB reduction, TNB absorbance 405 nm; AID 485364, 2010; Potency, µM (top dose mostly 114 µM), inactives show at the top dose activity change, negative = inhibition, actives largely listed as inhibitors; note: potency is the fitted concentration of half-maximal effect; nearly all actives have a fitted effect of over 60% in size
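TGR 20 nM + NADPH 100 uM (dispensed conc.), cpd preinc 15 min RT; start with NADPH (500 uM addition) then DTNB (15 mM addition). Kinetic TNB absorbance, 405 nm filter. Four-parameter Hill fit across titration.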
Tb PYK inh: qHTS of Trypanosoma Brucei Inhibitors | TbPYK enzyme, Kinase-Glo Plus ATP luminescence, 45 min | Potency, µM (doses to about 76.8 µM), without a hit: at the top dose activity, negative = inhibition, actives largely listed as inhibitors | 410,000 tested, 0.12% active | AID 624173, 2012; note: potency is the fitted concentration of half-maximal effect; nearly all actives have a fitted effect of over 50% in size
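T. brucei PYK with substrate was exposed to pin-transferred compounds across a concentration series, then started with 130 uM ADP (final). After 45 min at room temperature, Kinase-Glo Plus luminescence was read, normalized and curve-fitted.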
AmpC no deterg: qHTS Inhibitors of AmpC Beta-Lactamase (assay without detergent) | 330,000 tested, 0.52% active | Potency, µM (highest dose often 57.1 µM), for inactives: at the top dose activity change, negative = inhibition, actives largely listed as inhibitors | AmpC nitrocefin hydrolysis, absorbance 480 nm, 0.0001% Triton | AID 485341, 2010;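 note: potency is the fitted concentration of half-maximal effect; plate controls were no compound for no effect and no enzyme for full effect; nearly all actives have a fitted effect of over 20% in size; some results filed as inactive show a strong effect at the top dose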
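20 mM phosphate pH 7.0 + 0.01% (detergent screen) or 0.0001% Triton X-100; 5.3 nM AmpC reagent; cpd preinc 15 min RT; nitrocefin (800 uM stock) to start; A480 q20 s × 4 min; Activity was normalised to no-enzyme and no-compound control wells.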
* marks the source's active call; other numbers are inactive results; ? = inconclusive; nt = no result given; [ ] = dose if it differs, or a comment. Unless noted, calls come from the whole dose curve; as a rule, active = well fitted curve in the direction sought with a large enough effect; inconclusive = small, poorly fitted or top-dose-only effect, or another doubt; inactive = no such curve, though single readings can be large; an effect the other way counts as inactive or inconclusive. Unless noted, % is set by controls: 0 for no effect and ±100 for the full control effect. Rows are unselected; any-hit rate near 7.4%.

SMILES	AmpC detergent	LmPK inhibitor	HCMV inh	AMA1 RON2 block	Sm TGR block	Tb PYK inh	AmpC no deterg
N=c1c(C(=O)NC2CCCC2)cc2c(=O)n3ccccc3nc2n1CC1CCCO1 (stereo not given)	0%	1%	23	-8%	3%	7%	-25%
Cc1cc2ncn(S(=O)(=O)c3ccc(S(N)(=O)=O)cc3)c2cc1C	nt	nt	56	12%	nt	4%	nt
COC(=O)[C@H]1[C@H](CCc2ccccc2)NC(=O)N(Cc2ccccc2)[C@@H]1C	nt	-3%[11.5 µM]	-11	4%	nt	-3%	nt
COCc1nnc(NC(=O)c2ccc(NC(C)=O)cc2)s1	-8%	-3%	56	-5%	0%	-10%	-16%
COc1cc(C(=O)N2CCC2(C)C(=O)NC(C)C)cc(OC)c1OC (stereo not given)	nt	nt	9	9%	nt	-5%	nt
Cc1sc(NC(=O)c2ccco2)c(C(c2ccc(F)cc2)N2CCN(C)CC2)c1C (stereo not given)	?	11%	nt	-20%	?	5%	166%[activator]
Cn1cc(C(=O)OCC(=O)NC2(C#N)CCCC2)c2ccccc21	-1%	nt	4	-2%	-3%	-3%	-3%
COc1cccc(NC(=O)C(Sc2nnc3ccccn23)c2ccccc2)c1 (stereo not given)	?	4%	32	1%	-14%	7%	-15%
O=C(Nc1ccc(N2CCOCC2)c(Cl)c1)c1ccccc1F	10%	-11%	32	3%	4%	-11%	-5%
CCOC(=O)C(C(C)C)C(N)Cc1ccc(F)cc1 (stereo not given)	1%	1%	-3	-16%	3%	-19%	-9%
Cc1ccc(C)c(N(C)C(=O)Cc2c(C(=O)O)[nH]c3ccc(Cl)cc23)c1	8%	nt	8	nt	6%	5%	nt
CC(=O)N1CCc2cc(S(=O)(=O)NCC(=O)NCc3ccc(F)cc3)ccc21	2%	9%	0	-2%	-33%	-2%	-2%
COC(C(=O)Nc1ccc(S(=O)(=O)Nc2cccc3ccccc23)cc1)c1ccccc1 (stereo not given)	-1%	0%	-88*	4%	6%	-1%	-16%
COC(=O)[C@@]1(Cc2ccc(F)cc2)[C@H]2c3cc(C(=O)N(C)C)n(Cc4ccc(Cl)c(C(F)(F)F)c4)c3C[C@H]2CN1C(=O)c1ccccc1	nt	nt	-25	-5%	nt	-2%	nt
O=C(/C=C/c1ccc(O)c([N+](=O)[O-])c1)c1ccc2ccccc2c1	-1%	5%	?	?	-9%	-2%	-49%
COc1ccc(-c2cn3nc(C)c(C)nc3n2)cc1OC	?	nt	0	8%	-26%	0%	-3%
O=C(COC(=O)c1ncc(Cl)c(Cl)c1Cl)NCc1ccccc1	-20%	nt	11	3%	-12%	0%	-38%
CC(=O)c1cccc(S(=O)(=O)Nc2ccc3nc(C)sc3c2)c1	4%	11%	?	-6%	27%	2%	-13%
O=C(Cn1ncn2c(cc3ccccc32)c1=O)NCCC1=CCCCC1	-13%	2%	19	-2%	-28%	-2%	-11%
O=C(c1ccc2nc[nH]c2c1)N1CCN(c2cccc(Cl)c2)CC1	0%	-6%	-35	-9%	-1%	-5%	120%[activator]
COC(=O)C1=C(C)NC(C)=C(C(=O)OC(C)C)C1c1cccc2nonc12 (stereo not given)	-2%	12%	-3	-7%	-3%	-1%	13%
CC(=O)Nc1ccc(Br)c(Cl)c1	6%	-2%	2	4%	7%	-1%	-17%
O=C(/C(=C/c1ccncc1)n1ccnc1)c1ccc(Cl)cc1Cl	4%	4%	?	20%	-29%	-3%	58%
Cc1ccccc1N(C(=O)CCCC(=O)Nc1ccccn1)C(C(=O)NC1CCCC1)c1ccc(O)cc1 (stereo not given)	0%	2%	32	-17%	-21%	0%	8%
CC1(C)C(=O)Nc2ccccc2N1C(=O)COc1ncnc2ccccc12	-2%	4%	6	44%[activator]	-34%	-4%	-5%
O=S1(=O)CCN=C2SC3=C(CCCC3)N21	?	-6%	7	-11%	-27%	?	-11%
O=C(NCC(c1cccs1)S(=O)(=O)c1cccs1)c1ccc(Cl)cc1 (stereo not given)	-1%	nt	10	nt	25µM*	-1%	nt
CNC(=S)N/N=C/c1cn(CCOc2ccccc2OC)c2ccccc12	?	4%	66	13%[2.32 µM]	-14%	-4%	-44%
CCc1ccc(S(=O)(=O)NC(=S)Nc2ccccc2)cc1	4%	3%	57	-1%	-4%	-5%	-21%
Cc1ccnc(NC(=O)CCC(=O)N(CC(=O)NCc2ccc(F)cc2)Cc2ccccc2)c1	2%	-3%	nt	-3%	-3%	-9%	62%[activator]
COC(=O)Nc1nc2ccc(Sc3ccccc3)cc2[nH]1	?	-4%	?	4%	-7%	-6%	-14%
Cc1ccc(-n2ncc3c(N4CCN(CCO)CC4)ncnc32)cc1Cl	-2%	nt	29	nt	7.9µM*	1%	nt
O=c1[nH]c(O)c(N=Nc2cccc(S(=O)(=O)N3CCOCC3)c2)c(=O)[nH]1	-2%	2%	-39	-7%	-32%	11%	-13%
C=CCn1c(SCC(N)=O)nnc1-c1ccccc1O	2%	1%	55	7%	0%	-4%	-3%
CC(C)(C)N1CC(C(=O)Nc2cccc(Cl)c2Cl)CC1=O (stereo not given)	-13%	-5%	46	-6%	-2%	4%	-5%
COc1ccc(/C=C/C(=O)Nc2cc(=O)n(C)c(=O)n2C)cc1	1%	-3%	-13	0%[11.6 µM]	-5%	-1%	-4%

Full records as entered above.
Listed for O=C(NCC(c1cccs1)S(=O)(=O)c1cccs1)c1ccc(Cl)cc1 (stereo not given) = AmpC detergent: -1%; LmPK inhibitor: nt; HCMV inh: 10; AMA1 RON2 block: nt; Sm TGR block: 25µM*; Tb PYK inh: -1%; AmpC no deterg: nt
Listed for Cc1ccnc(NC(=O)CCC(=O)N(CC(=O)NCc2ccc(F)cc2)Cc2ccccc2)c1 = AmpC detergent: 2%; LmPK inhibitor: -3%; HCMV inh: nt; AMA1 RON2 block: -3%; Sm TGR block: -3%; Tb PYK inh: -9%; AmpC no deterg: 62%[activator]

Other records follow:
SMILES	AmpC detergent	LmPK inhibitor	HCMV inh	AMA1 RON2 block	Sm TGR block	Tb PYK inh	AmpC no deterg
Cc1ccc(-c2nc3cnccn3c2Nc2ccc3c(c2)OCO3)cc1	?	-1%	63	?	-24%	-4%	35%
Cc1[nH]c(=O)[nH]c(=O)c1S(=O)(=O)Nc1ccc(S(N)(=O)=O)cc1	-9%	3%	-5	11%	5%	-2%	-5%
CC(C)(C)c1ccc(-c2conc2N)cc1	-5%	-3%	39	4%	1%	6%	-17%
CC(C)(NO)/C(=N\O)c1ccc(Cl)cc1	-15%	-1%	-1	13%	-10%	0%	-5%
C[C@H](NC(=O)c1[nH]cnc1C(=O)Nc1ccc(Cl)cc1)C(=O)OC(C)(C)C	3%	0%	nt	80%[activator]	4%	5%	-16%
CCN1C(=O)[C@H]2[C@@H](c3ccc(C)cc3)N3C(=O)N(c4cccc(Cl)c4)C(=O)[C@@]3(CC)[C@H]2C1=O	-12%	nt	-16	-2%	-4%	2%	114%[activator]
Cc1ccc(S(=O)(=O)N(C)C)cc1NC(=O)COC(=O)C1COc2ccccc2O1 (stereo not given)	-19%	7%	19	23%	-5%	-1%	-20%
COC(=O)C1=C(C)NC(=O)C1(NS(=O)(=O)c1ccc(NC(C)=O)cc1)C(F)(F)F (stereo not given)	-1%	0%	-27	-1%	-2%	2%	-2%
CC(=O)c1ccc(S(=O)(=O)N2CCCCC2C(=O)O)cc1 (stereo not given)	2%	-4%	-14	4%	?	-9%	-24%
COc1cc(/C=N/NC(=O)/C(=C/c2ccccc2)CCO)ccc1O	-12%	-1%	7	21%	-1%	1%	-13%
Cc1nc(-c2ccc(F)cc2)c(CC(=O)N2CCN(S(=O)(=O)c3ccc(F)cc3)CC2)s1	-13%	3%	-4	5%	-10%	-1%	62%[activator]
O=C(O)c1cccc2cccnc12	-2%	-2%	22	-22%	2%	-2%	-10%
COc1ccc(OC)c(/C=N/NC(=O)CNC(=O)c2cccc3ccccc23)c1	-2%	8%	?	-1%	-16%	-2%	-44%
O=C(/C=C/c1ccccc1)Nn1c(-c2cccs2)nc2ccccc2c1=O	-6%	-3%	-61*	-3%	-4%	10%	-36%
CCn1cc(C(=O)NC(C)c2ccccc2)c(=O)c2cc(S(=O)(=O)N3CCc4ccccc4C3)ccc21 (stereo not given)	11%	nt	11	nt	12%	4%	nt
O=C(CCN1CCN(c2ccccc2)CC1)c1ccc(Br)cc1	0%	1%	25	-10%	0%	1%	-6%
O=C(c1ccccc1)c1ccc(OCCn2cnc3ccccc3c2=O)cc1	-15%	0%	33	4%	0%	2%	-6%
Cn1c(SCC(=O)NCCc2ccccc2)nnc1-c1ccncc1	?	6%	24	0%	6%	0%	1%
CCn1c(N2CCN(C(=S)NCCc3ccccc3)CC2)nc2ccccc21	3%	2%	-24	-10%	14%	-3%	-21%
Cc1cccc(NC(=S)N/N=C/c2ccc3c(c2)OCO3)c1	5%	-1%	7	2%	-1%	-1%	-34%
Cc1cc(NC(=O)CSc2nnc(Cc3cccn3C)n2CCc2ccccc2)no1	?	0%	-25	-3%	-10%	-11%	8%
O=C1N/C(=N/N=C/c2ccco2)SC1Cc1ccccc1 (stereo not given)	-8%	1%	-22	67%[activator]	-22%	-7%	-28%
CCCCNC(=O)Oc1ccc(C(=O)N2c3ccccc3NC(=O)C2C)cc1 (stereo not given)	-11%	-4%	-1	18%	2%	-2%	-6%
CC(=O)N1CCN(CC(=O)O)CC1	3%	-2%	nt	nt	2%	nt	-7%
COC(=O)c1cc(NC(=O)c2c(C)noc2C)ccc1N1CCOCC1	-14%	-5%	5	-5%	-8%	4%	-3%
CCOC(=O)C1(CCCc2ccccc2)CCN(Cc2cn(CC)nc2C)CC1	1%	7%	?	11%	99%[activator]	2%	95%[activator]
COc1cc(OC)c(OC)cc1CNCc1ccc2c(c1)OCO2	-2%	-10%	-12	-9%	45µM*	18%	4%
Cc1ccc(CNC(=O)CCS(=O)(=O)c2ccc3nc(C)sc3c2)cc1	-5%	-1%	2	-1%	-16%	-1%	3%
